SRC1 TRFRET art: TR-FRET artefact, counter-screen to PPARgamma/SRC-1 agonist assay; TR-FRET ratio at 8 µM; TR-FRET detection artefact counter-screen, emission ratio; active compounds read high; hit rate 0.34% among 99,000; in the data active = TR-FRET ratio above about 2300; also: inactives centre near 1800; reference of the scale not given here
SRC3 TRFRET art: flags TR-FRET format artefacts in PPARgamma SRC-3 recruitment agonist screen; TR-FRET artefact counter-screen, PPARgamma/SRC-3 format; active compounds read high; hit rate 0.39% among 99,000; TR-FRET ratio at 8 µM; in the data active = TR-FRET ratio above about 2000; also: inactives centre near 1600; reference of the scale not given here
* marks the source's active call; other numbers are inactive results; & = joins results of further samples.

SMILES | SRC1 TRFRET art | SRC3 TRFRET art
COc1ccc(N2CCN(c3ncnc4nc[nH]c34)CC2)cc1 | 1636 | 1406
COc1ccc(C(=O)OCCN2CCCCC2)cc1 | 1819 | 1597
CCOCCCNCc1c(Cl)cccc1Cl | 1665 | 1545
Cc1ccc(NC(=S)N/N=C2\CCCCC2C)cc1 (stereo unspecified) | 1769 | 1584
Cc1ccc(S(=O)(=O)n2ccc(=O)[nH]2)cc1 | 1810 | 1720
COC(=O)CCN(C(=O)c1cccc([N+](=O)[O-])c1)c1ccccn1 | 1818 | 1540
Cc1c(C(=O)NNC(=S)Nc2cccc(Cl)c2)nnn1-c1ccccc1 | 1976 | 1632
Cc1ccc(S(=O)(=O)/C(=C\N(C)C)c2cnc(Cl)s2)cc1 | 1720 | 1631
O=C(Nc1nc2ccc(Cl)cc2s1)[C@@H]1CCCN1C(=O)c1cccs1 | 1847 | 1595
CC1CCCN(C(=O)CSc2nnc(-c3ccncc3)n2C)C1 (stereo unspecified) | 1677 | 1466
Cn1c(SCC(=O)NC2CCCCC2)nnc1-c1ccc(N)cc1 | 1794 | 1784
Cc1ccc(C(=O)Nc2ccnc(-c3cccnc3)n2)cc1 | 1941 | 1746
CC(C)C(NS(=O)(=O)c1c(Cl)cccc1Cl)C(=O)OCC(=O)c1c[nH]c2ccccc12 (stereo unspecified) | 1607 | 1397
N#Cc1cc(C(=O)c2cc(F)ccc2O)cn(-c2nccs2)c1=O | 1727 | 1683
Nn1cc(-c2ccccc2)nc1SCC(=O)NCC(F)(F)F | 1863 | 1752
COc1ccc(C2C(C(C)=O)=C(O)C(=O)N2c2nc3ccccc3s2)cc1OC (stereo unspecified) | 1870 | 2067*
CCOc1ccc(NC(=O)c2ccccc2NS(=O)(=O)c2ccc(F)cc2)c([N+](=O)[O-])c1 | 1827 | 1610
O=C(NCc1ccccc1)C1=C[C@H](C2CCCCC2)C[C@H](OCc2ccc(CO)cc2)O1 | 1666 | 1528
O=C(NCCc1c[nH]c2ccccc12)C(=O)NCC(c1cccnc1)N1CCN(c2ccccc2)CC1 (stereo unspecified) | 1632 | 1510
Cc1ccc(Sc2c(O)c3ccccc3n(C)c2=O)cc1 | 2302 | 2226*
Nc1cccc2[nH]c(C(F)(F)F)nc12 | 1717 | 1460
Cc1nn(Cc2ccc(F)cc2)c(C)c1NC(=O)c1cccnc1Cl | 1668 | 1569
CCCc1nc2sc3c(=O)n(N)cnc3c2c2c1COC(C)(C)C2 | 1571 | 1243
O=C(COc1ccc(C(=S)N2CCOCC2)cc1)Nc1ccccc1C(F)(F)F | 2043 | 1886
COCCCNC(=O)c1ccc([N+](=O)[O-])cc1 | 1471 | 1579
Following part
SMILES | SRC1 TRFRET art | SRC3 TRFRET art
O=C(Cn1nc(-c2cccc([N+](=O)[O-])c2)c2ccccc2c1=O)NCC1CCCO1 (stereo unspecified) | 1784 | 1473
O=C(CSc1nnc2ccc(-c3ccc(F)cc3)nn12)N1CCCC1 | 1766 | 1651
CS(=O)(=O)N1CCC(C(=O)Nc2ccc(Cl)c(Cl)c2)CC1 | 1727 | 1282
CN(C)c1ccc(/C=N/NC(=O)c2ccnn2C)cc1 | 1813 | 1369
CC(CC(=O)Nc1ccc(F)c([N+](=O)[O-])c1)c1ccccc1 (stereo unspecified) | 1538 | 1396
O=C(CCC1CCCN(C(=O)C2=CCCCC2)C1)N1CCN(c2ccccn2)CC1 (stereo unspecified) | 1823 | 1738
O=C(NC(=S)Nc1cccnc1Cl)c1ccco1 | 1669 | 1482
Cc1cc(C)n(-c2ccc(C(=O)OCC(=O)NCc3ccc(Cl)cc3)cc2)n1 | 1984 | 1519
COc1ccc(-c2ccc(/C=N/NC(=O)c3cccnc3)o2)c([N+](=O)[O-])c1 | 1841 | 1625
Cc1ccc(NC(=O)COC(=O)C2CSC3(C)CCC(=O)N23)cc1S(=O)(=O)N1CCOCC1 (stereo unspecified) | 1853 | 1660
Cc1ccc(NC(=O)CSc2nnc(-c3ccncc3)o2)cc1C | 1854 | 1530
COC(=O)c1cc(-c2ccccc2)n(CC(=O)O)c1C | 1661 | 1629
COc1ccc(C(=O)NC(=S)NNC(=O)CNC(=O)C2CCCCC2)cc1 | 1736 | 1406
CN(C)c1ccc(NC(=O)COC(=O)c2cc(Cl)ccc2[N+](=O)[O-])cc1 | 1748 | 1570
S=C1Nc2ccccc2Sc2ccc(Cl)cc21 | 1819 | 1631
COc1ccc(Cl)cc1C(Nc1cccnc1)c1ccc2cccnc2c1O (stereo unspecified) | 1686 | 1407
Cc1ccc(NC(=S)NC(=O)c2ccc(-c3ccc(Cl)cc3)o2)c(O)c1 | 1867 | 1705
O=C(O)c1ccc(Cn2nnc3sc4c(c3c2=O)CCCC4)cc1 | 1694 | 1542
O=C(Cn1cnc2ccccc21)N/N=C/C(Br)=C/c1ccccc1 | 1717 | 1358
COc1ccc(/C=C/C(=O)Nc2cc(F)ccc2C)cc1S(=O)(=O)N1CCOCC1 | 1879 | 1722
Cc1nc(-c2cccc3ccccc23)ccc1C(=O)O | 1725 | 1763
Cc1ccc(S(=O)(=O)N2CCOCC2)cc1C(=O)Nc1cccc(S(=O)(=O)N2CCCC2)c1 | 1749 | 1498
CCN(CC)S(=O)(=O)c1ccc(N2CCCCC2)c(NC(=O)/C=C/c2cc(OC)c(OC)c(OC)c2)c1 | 1562 | 1505
Cc1ccc(C(=O)c2ccccc2C(=O)OCC(=O)NCC2CCCO2)cc1 (stereo unspecified) | 1815 | 1631
COc1ccc(CC(NC(C)=O)C(=O)NC2CCN(c3nc(C)cc(C)c3C#N)CC2)cc1OC (stereo unspecified) | 1607 | 1456
Continuation:
SMILES | SRC1 TRFRET art | SRC3 TRFRET art
CC(=O)NCCC(=O)Nc1nc(-c2ccccc2Cl)cs1 | 1856 | 1580
O=S(=O)(Nn1cnnc1)c1ccc(F)cc1 | 1766 | 1680
C=CCNC(=O)COC(=O)c1ccccc1C(=O)N(C)C1CCCCC1 | 1609 | 1444
COc1ccc(NC(C)=O)cc1C#N | 1708 | 1759
NC(=NCCc1ccccc1)NS(=O)(=O)c1ccc(F)cc1 | 1850 | 1478
Oc1ccccc1N1CCN(CC(O)COCc2ccccc2Cl)CC1 (stereo unspecified) | 1774 | 1686
CCCC1Cc2c(sc(NC(=S)NC(=O)c3ccccc3)c2C#N)CO1 (stereo unspecified) | 1919 | 1551
COc1ccccc1N(C)S(=O)(=O)c1ccc(C(=O)OCC(N)=O)cc1 | 2039 | 1576
CCNC(=O)NC(=O)COc1ccccc1C#N | 2040 | 1637
COc1ccc2c(c1)N(S(=O)(=O)c1ccccc1)CCC2=O | 1664 | 1772
Cc1ccc(S(=O)(=O)NCCc2nnc3ccc(SCC(=O)Nc4nc5ccccc5s4)nn23)cc1 | 1521 | 1521
COc1cc(OC)c(OC)cc1CN1CCN(Cc2ccc(SC)cc2)CC1 | 1868 | 1305
CC(=O)N1c2ccccc2NC2=C(C(=O)CC(C)(C)C2)C1c1cccn1C (stereo unspecified) | 1593 | 1685
CCCCNC(=S)N1CCN(C(c2ccccc2)c2ccccc2)CC1 | 1752 | 1458
CC(C)(C)c1ccc(C(=O)NNc2cc(N3CCOCC3)nc(N3CCOCC3)n2)cc1 | 1973 | 1468
COc1ccc(CNC(=O)COC(=O)Cc2ccc(Cl)cc2Cl)cc1 | 1654 | 1579
Cc1nn2c(nc1=O)NNC2(C)C(C)(C)C (stereo unspecified) | 1682 | 1611
Cc1nc2ccccc2c(=O)n1N(c1ccccc1)c1ccccc1 | 1852 | 1537
Cc1ccc(C(=O)Nc2nc(=O)[nH]s2)cc1 | 1591&1527 | 1513&1602
O=C(Cn1cc([N+](=O)[O-])cn1)NCCc1nc2ccccc2[nH]1 | 1638 | 1409
O=C(CN1C(=O)CC(c2ccccc2)S(=O)(=O)c2ccccc21)NC1CCCC1 (stereo unspecified) | 1999 | 1726
CCCCNC(=O)Nc1c(C)cc(SC#N)cc1C | 2013 | 1640
N#Cc1c(NC(=O)CSc2nc3ccccc3s2)sc2c1CCCC2 | 1831 | 1735
Nc1nn(-c2ccccc2)c(N)c1N=Nc1ccc2c(c1)OCO2 | 1841 | 1624
CC/C(=N\NC(=S)Nc1cccc(C)c1)c1ccccc1 | 1770 | 1568

Quoted from the listing:
In SRC3 TRFRET art, `C=CCNC(=O)COC(=O)c1ccccc1C(=O)N(C)C1CCCCC1` reads 1444
In SRC3 TRFRET art, `CCNC(=O)NC(=O)COc1ccccc1C#N` reads 1637
In SRC1 TRFRET art, `N#Cc1c(NC(=O)CSc2nc3ccccc3s2)sc2c1CCCC2` reads 1831
In SRC1 TRFRET art, `O=C(Cn1cc([N+](=O)[O-])cn1)NCCc1nc2ccccc2[nH]1` reads 1638

Going on with the list.
SMILES | SRC1 TRFRET art | SRC3 TRFRET art
Cc1ccc(-c2cc(C(=O)N3CCCc4ccccc43)no2)cc1 | 1857 | 1656
O=C(CCNc1n[nH]c(=O)[nH]c1=O)N/N=C/c1ccc(Cl)cc1 | 2055 | 1608
CC(=O)Nc1ccc(NC(=O)c2cc(-n3cnnc3)ccc2Cl)cc1 | 1877 | 1565
Cc1cc(C)n(/N=C/c2cc([N+](=O)[O-])ccc2O)c(=O)c1 | 1851 | 1529
CCOc1ccc(CONS(=O)(=O)c2ccc(NC(C)=O)cc2)cc1Cl | 1935 | 1529
CC(NC(=O)Cn1c(NCCO)nc2ccccc21)C1CC2CCC1C2 (stereo unspecified) | 1572 | 1430
C=CC(=O)NCCCc1cc(C(C)(C)C)c(O)c(C(C)(C)C)c1 | 2184 | 1697
Cc1c(C#N)c(N)nc2c3c(sc12)NC(=O)CC3c1ccccc1 (stereo unspecified) | 1845 | 1692
COc1cc(CCCN2C(=S)NC[C@@H]2Cc2ccccc2)cc(OC)c1OC | 1711 | 1528
CCN(CC)S(=O)(=O)c1ccc(/C=C/C(=O)OCC(=O)Nc2ccc(C(N)=O)cc2)cc1 | 1911 | 1681
Cc1cccc(N2CCN(C(=S)NCc3ccco3)CC2)c1C | 1613 | 1630
CCCOc1ccc(-c2nn(-c3ccccc3)cc2/C=C2\SC(N)=NC2=O)cc1C | 1809 | 1753
Cc1ccc(C(=O)N2CCCC(c3ccccc3)=N2)cc1 | 1942 | 1576
O=C(O)CCC(=O)NCCc1cccc(Cl)c1 | 2013 | 1616
COc1ccccc1-n1c(COc2ccccc2-c2ccccc2)nnc1SCC(=O)c1c(N)n(C)c(=O)n(C)c1=O | 1566 | 1588
Cc1cc(CNC(=O)[C@H]2C[C@@H]2[C@H](NP(=O)(c2ccccc2)c2ccccc2)c2ccccc2)nn1C | 1863 | 1419
CC(Sc1ccc(S(=O)(=O)N2CCOCC2)cc1[N+](=O)[O-])C(=O)O (stereo unspecified) | 1555 | 1436
CC(C)(C#CC(O)(c1ccccc1)c1ccccc1)N1CCCC1 | 1719 | 1550
COC(=O)CN1C(c2cccc(Cl)c2)=Nc2ccc(Cl)cc2C1c1ccccc1 (stereo unspecified) | 1642 | 1524
CC(c1ccc(C(C)(C)C)cc1)S(=O)CC(O)CO (stereo unspecified) | 1996 | 1522
O=C(Nc1ccc(Cl)c(S(=O)(=O)Nc2ccccc2Cl)c1)c1cccs1 | 1599 | 1710
CCOC(=O)c1nnn(-c2nonc2N)c1-c1ccc(Cl)cc1 | 1979 | 1672
COCCCNC(=O)c1cc(=O)n(Cc2ccc(Cl)cc2)c2ccccc12 | 1841 | 1564
O=C(NCCSc1c[nH]c2ccccc12)c1c(F)cccc1F | 1655 | 1353
CCOc1ccc(CCNC(=O)C2CCCN(c3nn4c(=O)cc(C)nc4s3)C2)cc1OCC (stereo unspecified) | 1953 | 1608
(cont.)
SMILES | SRC1 TRFRET art | SRC3 TRFRET art
Cc1ccc(-c2nnn(CC(=O)N(c3cccc(F)c3)C(C(=O)NC3CCCC3)c3ccco3)n2)o1 (stereo unspecified) | 1712 | 1454
O=C(Cc1ccc([N+](=O)[O-])cc1)NCc1ccccn1 | 1726 | 1459
CN1CCC(=NNC(=O)c2ccc(N(Cc3ccccc3Cl)S(C)(=O)=O)cc2)CC1 | 1587 | 1406
O=C(NC(Cc1ccccc1)C(=O)O)c1ccco1 (stereo unspecified) | 1988 | 1687
Cc1sc(N/N=C/c2cc([N+](=O)[O-])ccc2O)nc1-c1ccccc1 | 1861 | 1642
O=C(/C=C/c1ccccc1)N/C(=C/c1ccccc1)C(=O)NCCCO | 2037 | 1610
Cc1cccc(C)c1NC(=S)N(CCCN1CCN(C)CC1)Cc1cccs1 | 1795 | 1687
C1CCN(CCCNC2C3CC4CC(C3)CC2C4)C1 (stereo unspecified) | 1764 | 1569
O=C(N/N=C/c1ccccc1)c1cc(=O)[nH]c2ccccc12 | 1946 | 1609
CCN(CC)S(=O)(=O)c1cccc(NC(=O)CCSc2ccc(Cl)cc2)c1 | 1800 | 1513
C=CCSc1nnc(CCCCCN2C(=O)c3cccc4cccc(c34)C2=O)o1 | 1616 | 1612
CC(OC(=O)c1ccc2ccccc2n1)C(=O)c1ccccc1 (stereo unspecified) | 1762 | 1767

Compound profiles, from the list above:
COc1ccc(Cl)cc1C(Nc1cccnc1)c1ccc2cccnc2c1O (stereo unspecified) in the list: SRC1 TRFRET art = 1686; SRC3 TRFRET art = 1407
COc1ccc2c(c1)N(S(=O)(=O)c1ccccc1)CCC2=O in the list: SRC1 TRFRET art = 1664; SRC3 TRFRET art = 1772

Exported field by field: four of the compounds above.
Structure: Cc1ccc(-c2nnn(CC(=O)N(c3cccc(F)c3)C(C(=O)NC3CCCC3)c3ccco3)n2)o1 (stereo unspecified)
  SRC1 TRFRET art: 1712	SRC3 TRFRET art: 1454

Structure: O=C(Cc1ccc([N+](=O)[O-])cc1)NCc1ccccn1
  SRC1 TRFRET art: 1726	SRC3 TRFRET art: 1459

Structure: CN1CCC(=NNC(=O)c2ccc(N(Cc3ccccc3Cl)S(C)(=O)=O)cc2)CC1
  SRC1 TRFRET art: 1587	SRC3 TRFRET art: 1406

Structure: O=C(NC(Cc1ccccc1)C(=O)O)c1ccco1 (stereo unspecified)
  SRC1 TRFRET art: 1988	SRC3 TRFRET art: 1687

Compound activity (PubChem BioAssay)
